APE1 inh: APE1 (human) endonuclease inhibition; Potency, µM (series often up to 65.8 µM), inactives show at the highest dose activity change, negative = inhibition, hits mostly inhibitors; actives 0.35% (n = 350,000); recombinant APE1, TAMRA/BHQ-2 abasic DNA cleavage fluorescence;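 also: potency is read from the fitted curve at half-maximal effect; plate controls were vehicle for no effect and reference inhibitor for full effect; nearly all actives have a fitted effect of over 55% in size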
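Measures dequenching upon AP-site incision of a 5'-TAMRA/3'-BHQ-2 THF-containing duplex, 50 nM; human APE1 0.75 nM after 15 min room-temperature exposure to compound; kinetic three-point read at one-minute spacing.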
ERG Ets-DNA blk: blocks human ERG Ets domain binding to DNA; fluorescence polarization, His-ERG Ets domain / labelled DNA; actives 0.028% (n = 370,000); Potency, µM (top dose mostly 76.9 µM), for inactives: at the top dose FP activity, negative = inhibition, usual class: inhibitors; active = well fitted inhibition curve with a large enough effect in the polarisation, with a control signal flat; inconclusive = small, poorly fitted or top-dose-only effect, or effect the other way, or a change in a side signal; inactive = no such curve, though single readings can be large or run the other way; the % refers to the polarisation;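 also: polarization taken with two DNA probes labelled with fluorescein and Texas red; potency is read from the fitted curve at half-maximal effect; % of control where 0% means no effect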
Target sequence (P11308 whole entry, looked up, the tested form may be a part): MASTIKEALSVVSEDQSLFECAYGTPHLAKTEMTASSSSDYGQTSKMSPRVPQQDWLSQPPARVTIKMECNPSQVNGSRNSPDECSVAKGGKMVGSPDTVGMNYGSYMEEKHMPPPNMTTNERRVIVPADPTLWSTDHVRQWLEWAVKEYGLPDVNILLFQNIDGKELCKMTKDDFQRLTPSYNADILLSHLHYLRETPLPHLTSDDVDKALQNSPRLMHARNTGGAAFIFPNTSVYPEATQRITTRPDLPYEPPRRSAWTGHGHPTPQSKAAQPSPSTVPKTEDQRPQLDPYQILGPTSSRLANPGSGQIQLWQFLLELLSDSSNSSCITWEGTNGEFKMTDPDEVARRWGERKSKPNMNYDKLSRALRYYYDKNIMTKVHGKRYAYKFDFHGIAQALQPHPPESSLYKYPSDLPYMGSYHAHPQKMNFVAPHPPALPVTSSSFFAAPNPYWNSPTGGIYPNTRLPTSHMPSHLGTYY
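His-tagged ERG Ets domain (1 uM in the protein solution; 300mM KCl, 50mM Tris-HCl, 1mM EDTA, 1mM DTT, pH 7.5) received compound, then a probe mix of 5 nM fluorescein-DNA and 100nM Texas-615-DNA. Fluorescence polarization was read for both dyes.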
12-LOX inh: inhibitors of human 12S-lipoxygenase ALOX12; actives 1.1% (n = 580,000); P18054; purified 12hLO, xylenol orange hydroperoxide absorbance; AID 1671190; Potency, µM (top dose mostly 108 µM), for the others: top-dose activity change, negative = inhibition, usual class: inhibitors; also: potency is read from the fitted curve at half-maximal effect; % is scaled to controls: 0 for no effect and ±100 for the full control effect
Target sequence (P18054 whole entry, looked up): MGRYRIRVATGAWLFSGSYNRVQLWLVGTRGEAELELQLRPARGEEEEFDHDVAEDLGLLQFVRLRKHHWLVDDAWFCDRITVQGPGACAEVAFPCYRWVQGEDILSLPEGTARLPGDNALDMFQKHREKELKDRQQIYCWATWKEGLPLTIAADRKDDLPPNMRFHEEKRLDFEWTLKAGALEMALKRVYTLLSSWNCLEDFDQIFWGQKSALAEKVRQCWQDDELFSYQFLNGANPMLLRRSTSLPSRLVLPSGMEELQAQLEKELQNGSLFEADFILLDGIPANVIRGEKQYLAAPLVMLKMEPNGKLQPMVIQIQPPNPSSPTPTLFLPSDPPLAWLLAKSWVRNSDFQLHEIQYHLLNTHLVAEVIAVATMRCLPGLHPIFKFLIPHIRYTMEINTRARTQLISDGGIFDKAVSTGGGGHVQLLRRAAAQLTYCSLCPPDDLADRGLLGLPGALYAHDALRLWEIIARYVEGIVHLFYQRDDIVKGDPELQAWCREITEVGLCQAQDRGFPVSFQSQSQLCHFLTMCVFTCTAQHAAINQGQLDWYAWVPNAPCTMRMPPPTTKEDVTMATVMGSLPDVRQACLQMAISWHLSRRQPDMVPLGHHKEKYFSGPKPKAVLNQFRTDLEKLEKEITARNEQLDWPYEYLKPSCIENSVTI
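Purified human 12hLO at 150 nM in 25 mM Hepes, 0.01% Triton X-100, pH 7.0, preincubated 15 min at room temperature with compound. Reaction started with 40 uM arachidonic acid, 30 min at room temperature. Hydroperoxide measured by Fe-xylenol orange, 573/405 nm absorbance ratio.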
TRHR agonist: activates the human TRH receptor; actives 0.18% (n = 360,000); TRHR cells, calcium flux fluo-8, FDSS agonist mode; AID 493084; activation, % at 2 µM; in the data active = activation above about 30%; also: 0% is about no effect
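In this calcium-flux screen, cells bearing human TRHR are dye-loaded with fluo-8, baselined for 10 cycles, then exposed to library compounds; positive kinetic calcium responses during the agonist phase mark hits, with TRH as control.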
Pol beta inh: DNA polymerase beta (human) inhibition | Pol beta primer extension/strand displacement, fluorescence kinetic | AID 485314 | actives 1.3% (n = 340,000) | Potency, µM (series often up to 114 µM), for inactives: top-dose activity change, negative = inhibition, actives largely listed as inhibitors | P06746; also: potency is read from the fitted curve at half-maximal effect; % is scaled to controls: 0 for no effect and ±100 for the full control effect
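Preincubation: enzyme (10 nM) with compound, 15 min, RT. Reaction: substrate added to 50 nM final. Reads: 0 and 10 min. Analysis: normalized, Hill fit.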
Apoferritin bind: binds horse apoferritin like a general anesthetic | AID 485281 | Potency, µM (highest dose often 77.5 µM), without a hit: at the highest dose activity change, negative = displacement, hits mostly inhibitors | apoferritin/1-aminoanthracene competitive binding, fluorescence | actives 0.074% (n = 350,000); also: potency is read from the fitted curve at half-maximal effect; % is scaled to controls: 0 for no effect and ±100 for the full control effect; nearly all actives have a fitted effect of over 20% in size
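In PBS, apoferritin at 10 uM is loaded with 1-AMA from a 50% saturated solution. After 10 min of compound exposure at ambient temperature, reduced 535 nm fluorescence indicates probe displacement.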
Pol kappa inh: blocks human DNA polymerase kappa activity; Q9UBT6; actives 0.53% (n = 400,000); purified Pol kappa, fluorescent DNA synthesis assay, 10 min; AID 588579; Potency, µM (series often up to 107 µM), for the others: at the highest dose activity, negative = inhibition, most hits filed as inhibitors; also: potency is read from the fitted curve at half-maximal effect; % is scaled to controls: 0 for no effect and ±100 for the full control effect
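Pol kappa 10 nM + cpd, 15 min RT; start w/ substrate 50 nM final; fluorescence kinetic read, 0 and 10 min. Neg ctrl: buffer, no enzyme.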
POLI inh: blocks human DNA polymerase iota activity | Pol iota fluorescent replication assay, 10 min | actives 1% (n = 390,000) | Q9UNA4 | Potency, µM (doses to about 115 µM), for the others: top-dose activity, negative = inhibition, actives largely listed as inhibitors; also: potency is read from the fitted curve at half-maximal effect
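Fluorescent replication assay read twice, at 0 min and 10 min after adding 50 nM (final) substrate. Enzyme (10 nM) and compounds were first incubated 15 min at room temperature; enzyme-free buffer wells were negative controls.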
BLM helicase inh: Bloom syndrome helicase (human) inhibition. recombinant BLM DNA unwinding, fluorescence dequenching. Potency, µM (top dose mostly 56.1 µM), for the others: at the top dose activity change, negative = inhibition, usual class: inhibitors. actives 0.2% (n = 350,000). P54132;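 also: potency is read from the fitted curve at half-maximal effect; plate controls were vehicle for no effect and no enzyme for full effect; nearly all actives have a fitted effect of over 35% in size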
Numbers without * were called inactive; i = inactive; u = inconclusive; x = not tested or not shown; & = joins results of further samples; [ ] = dose if it differs, or a comment. Unless noted, calls follow the shape of the dose curve; as a rule, active = well fitted curve in the direction sought with a large enough effect; inconclusive = small, poorly fitted or top-dose-only effect, or another doubt; inactive = no such curve, though single readings can be large; an effect the other way counts as inactive or inconclusive. This is a subset; the hit share may differ from the screen's.

SMILES | APE1 inh | ERG Ets-DNA blk | 12-LOX inh | TRHR agonist | Pol beta inh | Apoferritin bind | Pol kappa inh | POLI inh | BLM helicase inh
Cc1ccc(Cl)cc1NC(=O)Nn1cnnc1 | 25% | 2% | i | 0.5 | 51% | -3% | -2% | 19% | -6%
COC(=O)c1nc[nH]c1[N+](=O)[O-] | x | -1% | u | x | x | x | -6% | 22% | x
C=CCn1c(=O)c(C(=O)Nc2ccccc2C)c(O)c2ccccc21 | 5% | -16% | 27% | 0.5 | 37% | -9% | -13% | 71%[activator] | 0%
COc1ccc(C(CNS(=O)(=O)c2cccc(F)c2)N2CCCC2)cc1 (stereo not drawn) | 32% | 4% | -19% | x | x | x | -5% | 53%[activator] | x
O=C(Nc1ccc(Cl)c(Cl)c1)N(CCCN1CCOCC1)Cc1cccnc1 | -2% | 2% | 11% | 0.3 | 17% | -13% | -9% | 58%[activator] | 1%
Cc1ccc(CNC(=O)CSc2nc(=O)n3ccccc3n2)cc1 | -7% | 0% | x | 0.5 | x | x | 3% | 29% | x
Clc1ccc(CON/C=N/c2ncnc3sccc23)c(Cl)c1 | -7% | 2% | -9% | -0.4 | 8% | 1% | -22% | 0% | -9%
COc1cccc(CN2C(=O)c3ccccc3Sc3ccc(C(=O)NCc4ccccc4)cc32)c1 | x | -4% | 0% | 0.5 | 10% | -13% | 4% | 3% | -7%
Cc1ccc(NC(=O)c2ccc(F)cc2)nc1 | u | -3% | -2% | 0.2 | -3% | -1% | 12% | 0% | -1%
COCCNc1cc(C)nc2c3c(C)cc(C)nc3nn12 | 11% | -8% | u | 0.1 | 39% | 621%[activator] | 3% | -13% | 2%
Cc1ccc(-c2c[n+](CC(=O)c3cccs3)c3n2CCC3)cc1 | -1% | 5% | u | -1.0 | 22% | -15% | -2% | 59%[activator] | -17%
NC(=O)NN=C(C1CC1)C1CC1 | x | 3% | -1% | x | x | x | 6% | 14% | x
COCCNC(=O)C(c1ccc(F)cc1)N(C(=O)CCC(=O)Nc1ccccn1)c1ccc(C)cc1 (stereo not drawn) | 42%[12.4 µM] | -4% | 22% | 0.5 | 1% | -8% | 6% | 25% | 0%
CCN(CC(=O)NCC1CCCO1)S(=O)(=O)c1ccc(Cl)cc1 (stereo not drawn) | 0% | -10% | 257%[activator] | -0.2 | 88% | -3% | -5% | 43%[activator] | -3%
COc1ccc(C(C)=NNC(=O)c2cccc(S(=O)(=O)N3CCCC3)c2)cc1 | -2% | 3% | 3% | x | x | x | -3% | 30%[activator] | x
CC(C)Cc1nnc(NC(=O)C2CCCC2)s1 | 1% | 12% | -7% | -0.6 | u | -13% | -17% | 15% | -1%
Cc1ccc(C)c(NC(=O)C2CCCN2S(=O)(=O)c2ccc3c(c2)CCCC(=O)N3)c1 (stereo not drawn) | x | 0% | 2% | -0.2 | 10% | -2% | -14% | 14% | 0%
C=CCc1c(C)nc(SC(C)C)[nH]c1=O | -1% | -6% | 64%[activator][57.4 µM] | 0.0 | 14% | -4% | -14% | 11% | -1%
CCCS(=O)(=O)c1c(S(=O)(=O)CCC)c2ccc(C(N)=O)cn2c1C(=O)c1ccccc1 | 28% | 6% | u | -0.1 | 16% | -20% | -8% | 11% | -5%
CCC(C(=O)OCn1nnc2ccccc2c1=O)c1ccccc1 (stereo not drawn) | -2% | 1% | -15% | -1.6 | 29% | -20% | -13% | 13% | -6%
O=C(NCCCN1CCCCC1)C1CC(=O)N(CCc2ccccc2)C1 (stereo not drawn) | 28% | -2% | 4% | 1.2 | 20% | -6% | -4% | -4% | -2%
Cc1cc(C)n(Cc2ccc(C(=O)O)o2)n1 | 0% | -6% | u | 0.8 | 11% | -5% | 2% | 1% | 1%
Cc1cc(C)n(Cc2ccc(C(=O)NCc3ccco3)o2)n1 | 17% | 3% | 102% | 0.6 | 9% | -4% | -43% | u | -3%
CCc1ccc(/C=C2\Oc3cc(OS(C)(=O)=O)ccc3C2=O)cc1 | -2% | 4% | -10% | 2.1 | -16% | u | -17% | -10% | -9%
Cc1ccc(S(=O)(=O)N(C)C)cc1NC(=O)COC(=O)CCNS(=O)(=O)c1ccccc1 | 37% | -1% | 13% | 0.5 | x | x | -7% | 31%[activator] | x

3 entries from above, sorted by the value under TRHR agonist, ascending:
| smiles | APE1 inh | ERG Ets-DNA blk | 12-LOX inh | TRHR agonist | Apoferritin bind | Pol kappa inh | POLI inh | BLM helicase inh |
| --- | --- | --- | --- | --- | --- | --- | --- | --- |
| Clc1ccc(CON/C=N/c2ncnc3sccc23)c(Cl)c1 | -7% | 2% | -9% | -0.4 | 1% | -22% | 0% | -9% |
| C=CCc1c(C)nc(SC(C)C)[nH]c1=O | -1% | -6% | 64%[activator][57.4 µM] | 0.0 | -4% | -14% | 11% | -1% |
| Cc1ccc(CNC(=O)CSc2nc(=O)n3ccccc3n2)cc1 | -7% | 0% | x | 0.5 | x | 3% | 29% | x |

(list continues)
SMILES | APE1 inh | ERG Ets-DNA blk | 12-LOX inh | TRHR agonist | Pol beta inh | Apoferritin bind | Pol kappa inh | POLI inh | BLM helicase inh
COc1ccc(CNS(=O)(=O)c2csc(C(N)=O)c2)cc1OC | -2% | -3%&3% | 10%&-29% | 0.1&0.3 | 16%&-1% | -3%&-1% | -24%&-4% | 7%&21% | 1%&0%
Oc1ccc(Nc2nc3ccccc3nc2Nc2ccc(O)cc2)cc1 | u | 7% | x | -0.7 | 40µM* | -12% | -16% | u | -16%
Cc1ccc2c(c1)N(CCC(=O)NCc1ccco1)C(=O)CO2 | 4% | -4% | 0% | x | 1% | -13% | -18% | 11% | 4%
O=C(CN1N=C(c2ccccc2)CCC1=O)NCCN1CCc2ccccc2C1 | 8% | -6% | -18% | -1.8 | 5% | -7% | 1% | 25% | 5%
O=C(CCc1nc(-c2ccccc2F)no1)NCCN1CCOCC1 | -1% | -7% | -2% | 0.6 | 38%[activator] | -8% | 4% | -6% | 1%
Cc1ccc(C2CC(=O)C(C=NCCN3CCN(C(=S)Nc4ccc(F)cc4)CC3)=C(O)C2)cc1 (stereo not drawn) | 8% | 1% | 1% | 0.6 | 8% | -11% | -17% | 11% | -18%
O=C(COC(=O)c1ccc(S(=O)(=O)N2CCOCC2)cc1)Nc1ccccc1F | -6% | 13% | 190%[activator] | -0.1 | x | x | 15% | -3% | x
CC(=O)c1c(C)cc(C)c(CSc2nnc(-c3ccco3)o2)c1C | 3% | -2% | 25% | 0.5 | -11% | -14% | -10% | 26% | -3%
N#C/C(=C\c1cn(CCOc2ccccc2)c2ccccc12)C(=O)NCc1ccco1 | 3% | -9% | -20% | x | -20% | -11% | 1% | 43% | 1%
O=C(O)C1CCCCC1C(=O)NCCc1ccncc1 (stereo not drawn) | -5% | 3% | 10% | 0.2 | 18% | -9% | -11% | 12% | 2%
Cc1nc2sc(C(c3ccco3)N3CCOCC3)c(O)n2n1 (stereo not drawn) | 4% | x | -13% | 0.8 | 32% | 8% | -6% | -1% | -11%
COC(=O)C(O)(CC(=O)Nc1cc(OC)c(OC)c(OC)c1)C(F)(F)F (stereo not drawn) | -2% | -9% | i | 0.5 | 18% | 2% | -17% | 15% | -1%
O=C(COC(=O)c1cccc(F)c1)NC(=O)NCc1ccccc1 | -6% | 14% | 1% | x | x | x | 2% | -4% | x
Cc1ccc(OCC(O)CN2CCCC2)cc1 (stereo not drawn) | -6% | 4% | 0% | 0.9 | 14% | 2% | -10% | 160%[activator] | -3%
O=[N+]([O-])c1nn(-c2ccccc2)[n+]([O-])c1N1CCN(c2ccccc2F)CC1 | 0% | -6% | -11% | 0.5 | -8% | -17% | -14% | -2% | -1%
CCc1ccc(-c2cc(C)no2)cc1S(=O)(=O)Nc1ccc(Cl)cn1 | -2% | 4%&-1% | u | -0.5&0.1 | -1%&-1% | -3%&41% | -12%&-17% | u | -1%&-3%
Cc1cc(C)c(-n2nnnc2SC(C)C)c(C)c1 | 16% | 6% | -16% | 0.1 | 27% | -7% | -15% | 22% | -1%
COc1cccc(/C=C2/C(=O)NN(c3ccc(C)c(C)c3)C2=O)c1 | 52% | 2% | 28µM* | -0.1 | u | -15% | -1% | u | 2%
CCC1Oc2ccc(C)cc2N(CC(=O)NC2CCCCC2)C1=O (stereo not drawn) | 18% | 3% | 6% | -1.6 | 9% | -4% | -27% | 26% | 1%
CCc1nnc(NC(=O)c2ccc(-c3ccc(Cl)cc3)o2)s1 | 0% | 0% | 0% | 0.1 | -23% | -17% | -1% | -7% | -7%
COc1cccc(NC(=O)CN(C)C(=O)c2cc(-c3cccc(Br)c3)nc3ccccc23)c1 | 2% | 4% | -3% | -0.7 | x | x | -12% | -12% | x
CNc1c(NS(=O)(=O)c2cc(NC(C)=O)ccc2C)c(=O)oc2ccccc12 | -20% | 4% | -18% | -1.9 | 60% | 28% | -15% | u | -9%
c1ccc(-c2nc(N3CCOCC3)sc2-c2ccccc2)cc1 | -2% | 2% | -3% | -0.2 | -32% | 57%[activator] | -13% | 29% | -6%
CCOc1ccc(NC(=O)Cn2c(=O)n(CCCS(=O)(=O)C3CCCCC3)c(=O)c3ccccc32)cc1 | x | 0% | -15% | -0.5 | 13% | -19% | -16% | -13% | 0%
COc1cccc(N2CCN(C(=O)C3CCN(S(=O)(=O)c4c(C)noc4/C=C/c4ccccc4F)CC3)CC2)c1 | x | 0% | -18% | 0.4 | u | -12% | -2%[60.1 µM] | 3% | -5%
COc1ccc(C(=O)O)cc1S(=O)(=O)N1CCN(c2ccccn2)CC1 | 67%[activator] | -5% | -9% | -2.2 | 0% | 18% | -15% | 3% | 2%
CCN(CC)S(=O)(=O)c1cccc(-c2n[nH]c(=S)n2/N=C/c2ccc(Br)cc2)c1 | -2% | 4% | -17% | 0.0 | -5% | u | -25% | -3% | -4%
O=C(NC1CCCCCC1)c1cc(S(=O)(=O)N2CCCCC2)ccc1N1CCOCC1 | 18% | -5% | -2% | 0.7 | -3% | -16% | 4% | 45%[activator] | -2%

Screening data deposited in PubChem BioAssay by National Center for Advancing Translational Sciences (NCATS).
